# T cell modulator = modulates CD8 T cell binding to vesicles; calls only at 7 µM; AID 2052; 2C CD8+ T cell-vesicle binding, flow cytometry; active compounds read low; 330,000 tested, 0.068% active;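 active = response, share of CD8 T cells binding vesicles, and their 90th percentile fluorescence all below set limits, cut at about 80% in these data, passing the limit was not always enough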
#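 Also added: QL9-peptide-loaded Drosophila micro-vesicles bearing Ld, ICAM-1 and B7-1; Test system: purified 2C TCR transgenic mouse naive CD8+ T cells; Measured by: cytometric PE anti-B7-1 and Alexa647 anti-CD8 signals after 1% paraformaldehyde fixation; Timing: binding step 1.5 h, 37 °C, antibody labelling 20 min, ice.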
# PhoP inhibition = PhoP-dependent GFP reporter repression – Salmonella Typhimurium, primary screen (AID 1863) | one-dose inhibition, % at 50 µM; IC50 in µM for titrated hits | 300,000 tested, 0.16% active | S. Typhimurium PhoP-regulated promoter GFP reporter, 4 h; higher % means a stronger effect;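 active = inhibition over 29.93%, a cutoff 3 SD above the screen mean, later confirmed by dose response; inconclusive = inhibition over 29.93% but no dose response follow-up; inactive = inhibition at most 29.93% or unconfirmed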;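 also: 0% = low Mg2+ inducing control and 100% = high Mg2+ repressing control; strong numbers were not always called active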
# WT yeast gro inh = growth inhibition of WT yeast, mitochondrial fusion screen; 190,000 tested, 2.1% active; mitochondrial fusion phenotypic screen, WT strain; inhibition, % at 10 µM; in the data active = inhibition above about 58%; tested in S. cerevisiae
# MgcRacGAP inhibition = MgcRacGAP GTPase-activating activity inhibitors, confirmation, biochemical, ADP Hunter fluorescence. MgcRacGAP-stimulated Rac1 GTP hydrolysis, ADP Hunter fluorescence; higher % means a stronger effect; GST-tagged Rac1 F28L mutant substrate. inhibition, % at 30 µM; hits with a dose series show IC50 in µM. 340,000 tested, 0.6% active;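 active = first-screen hits whose inhibition reached a set limit at any dose in the follow-up dose series; inconclusive = inhibition above the set first-screen limit but never retested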;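 also: fluorescence reports GDP produced by GAP-driven GTP hydrolysis; strong numbers were not always called active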
# SV40 large T antigen = SV40 large T antigen inhibitors, biochemical (AID 1903); 310,000 tested, 0.39% active; SV40 large T antigen ATPase/helicase inhibition assay; higher % means a stronger effect; inhibition, % at 20 µM, or IC50 in µM where a hit was titrated; in the data active = a potency from the dose series; inconclusive = inhibition mostly from about 32% at the one dose, without a potency; inactive = the rest, 99 in 100 with inhibition below about 32%; also: strong numbers were not always called active
# RSV CPE inhibition = inhibition of RSV-induced cytopathic effect – HEp-2 cells, primary 10 µM value included (AID 2391) | CPE inhibition, % at 10 µM, or IC50 in µM where a hit was titrated | HEp-2 cells, RSV-induced CPE inhibition; higher % means a stronger effect | 310,000 tested, 0.13% active; in the data active = a potency from the dose series; inconclusive = CPE inhibition mostly from about 23% at the one dose, without a potency; inactive = the rest, 99 in 100 with CPE inhibition below about 21%; also: strong numbers were not always called active
# West Nile antiviral = inhibition of WNV-induced cytopathic effect – cell-based, CPE readout (AID 1621); one-dose CPE inhibition, % at 10 µM; IC50 in µM for titrated hits; West Nile virus-infected cells, CPE inhibition; higher % means a stronger effect; 290,000 tested, 0.02% active; in the data active = a potency from the dose series; inconclusive = CPE inhibition mostly from about 3.7% at the one dose, without a potency; inactive = the rest, 99 in 100 with CPE inhibition below about 2.2%; also: strong numbers were not always called active
# b-catenin transl = alters nuclear translocation of beta-catenin in HeLa cells | immunofluorescence imaging | nuclear translocation activity, % at 5 µM | 190,000 tested, 0.3% active | AID 1665;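 active = nuclear translocation activity above 50% at 5 µM, with a well cell count of 50 or more; inconclusive = wells under 50 cells across six images, flagged as toxic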;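 also: per-cell ratio of nuclear to cytoplasmic median beta-catenin stain intensity; plate controls were DMSO negative control for no effect and GSK-3 inhibitor IX positive control for full effect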
#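 Test system: human HeLa cells, native beta-catenin. Compound dosing: 5 µM primary single dose, 0.1% DMSO, 0.02–20 µM confirmation series. Incubation: compound exposure 24 h at 37°C. Detection: beta-catenin immunostaining with DAPI counterstain, 20x imaging, 6 fields/well. Read-out basis: Nuclear/cytoplasmic beta-catenin signal ratio, % activation.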
# Myeloid diff MLP = compounds promoting myeloid differentiation. calls only at 10 µM. 360,000 tested, 1% active. ER-HoxA9 myeloid progenitors, lysozyme-GFP differentiation, flow cytometry. AID 624256;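 active = normalized GFP-positive differentiation at or above the plate's own cutoff, the solvent-only control mean plus 3 SD; inconclusive = no clear call, values can overlap the other calls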;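 also: cells exposed to compound for four days before flow analysis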
# WT yeast gro inh mutant strain = further read-out of WT yeast gro inh, marked with its call; inhibition, %; mitochondrial fusion phenotypic screen, mutant strain inhibition
# b-catenin transl cell count 5 µM = second read-out of b-catenin transl, no call of its own (marks repeat the call); cell count; measured here: cell count, cytotoxicity flag
# T cell modulator vesicle-bound % = second read-out of T cell modulator, no call of its own (marks repeat the call); double positive events, %; measured here: CD8+ vesicle-bound cell fraction;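 binding gate set so that unloaded-vesicle control wells show 10% double positive cells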
# Myeloid diff MLP GFP+ MAC1+ % = recorded beside Myeloid diff MLP, whose call it bears; GFP+ MAC1+ double positive, %; measured here: differentiation confirmed by MAC1 staining
# Numbers without * were called inactive; i = inactive; ? = inconclusive; / = not tested or not shown. Outcome played no part in choosing rows; 3.6% or so of the library scored in one or more.
SMILES,T cell modulator,T cell modulator vesicle-bound %,PhoP inhibition,WT yeast gro inh,WT yeast gro inh mutant strain,MgcRacGAP inhibition,SV40 large T antigen,RSV CPE inhibition,West Nile antiviral,b-catenin transl,b-catenin transl cell count 5 µM,Myeloid diff MLP,Myeloid diff MLP GFP+ MAC1+ %
CC(C(=O)O)n1cnc2sc3c(c2c1=O)CCCC3 (stereo unspecified),i,56,5%,9,9,4%,-2%,0.1%,-0.3%,0.3,1493,i,0.2
O=C(NC1CCCC1)C(c1ccccc1F)N(C(=O)c1ccco1)C1CCCC1 (stereo unspecified),i,54,2%,11,6,18%,3%,-2.1%,-0.6%,-1.6,1153,i,0.9
Cc1cccc(N2CCN(C(=O)c3cc4c(=O)[nH]c5ccccc5c4n3C)CC2)c1C,i,9,/,/,/,8%,/,2.4%,0.1%,/,/,i,1.1
CC(=O)c1c(C)n(-c2ccccc2)c2ccc(OCC(O)CN3CCOCC3)cc12 (stereo unspecified),i,17,-1%,13,1,10%,17%,-0.9%,-0.4%,-10,979,i,1.7
CCCN(CC1CC1)C(=O)COC(=O)c1oc2c(F)cccc2c1C,i,36,/,/,/,1%,/,1.5%,/,/,/,i,0.4
[2H]C(CCOS(N)(=O)=O)c1ccccc1 (stereo unspecified),i,12,11%,/,/,-9%,11%,-0.1%,0.3%,/,/,i,2.6
CCCC(c1nnnn1Cc1ccc(OC)cc1)N1CCC(C(N)=O)CC1 (stereo unspecified),i,44,1%,-2,-13,4%,3%,1.1%,-0.1%,-3.7,1062,i,1.0
COc1ccc(N2C(=O)CSC2c2ccccc2[N+](=O)[O-])cc1 (stereo unspecified),i,67,-8%,6,-1,3%,3%,2.1%,0.2%,-2.6,1022,i,0.1
Cc1ccc(NC(=O)C(C)Oc2ccccc2)cc1S(=O)(=O)N1CCCCCC1 (stereo unspecified),i,28,/,/,/,7%,/,1.7%,/,/,/,i,1.6
CCOc1ccc(Br)cc1CNc1ccc2c(c1)OCCO2,i,43,-3%,16,21,24%,6%,8.9%,-0.2%,-4.3,1009,i,0.3
Nc1ccc(S(=O)(=O)Nc2nc3ccccc3o2)cc1,i,60,-7%,/,/,11%,3%,-0.5%,0.3%,/,/,i,0.2
c1coc(-c2nc3ccccc3nc2-c2ccco2)c1,i,34,-5%,3,17,27%,50%,0.7%,0.2%,/,/,i,0.5
CC(C)C(=O)NC(NC(=S)Nc1ccc(S(N)(=O)=O)cc1)C(Cl)(Cl)Cl (stereo unspecified),i,20,0%,-1,-3,6%,16%,1.1%,-0.3%,-2.4,494,i,0.4
O=C(Nn1cnnc1)c1cc2c(s1)CCCCC2,i,6,-7%,-15,-22,0%,0%,0.3%,/,0.2,1108,i,0.4
CN(CC(=O)OCC(=O)NCC(F)(F)F)S(=O)(=O)c1ccc(Cl)cc1,i,33,-7%,-6,3,2%,6%,-1.1%,0.1%,-2.3,1074,i,0.2
COc1cc(C(=O)O)cc(Br)c1OC1CCCC1,i,26,0%,4,-12,5%,2%,-1.0%,-0.2%,/,/,i,0.3
Cc1nc2ccccc2nc1N/N=C/c1ccc(O)cc1O,i,30,-1%,/,/,?,?,?,?,3.4,1212,i,1.6
O=C(Nc1ccccc1C(=O)N1CCN(c2cccc(Cl)c2)CC1)C1=CSCCO1,i,3,-2%,/,/,11%,1%,4.0%,-1.5%,/,/,i,2.5
O/C(=C\c1nc2ccccc2[nH]1)c1cccs1,i,52,8%,/,/,9%,8%,5.7%,-0.4%,/,/,i,1.6
Cc1ccc(S(=O)(=O)NCCn2cnc([N+](=O)[O-])n2)cc1,i,17,-1%,/,/,4%,0%,0.1%,0.3%,/,/,i,1.0
COc1cc(C)ccc1Oc1nc(-c2ccccc2O)nc2ccccc12,i,13,-9%,/,/,13%,12%,0.7%,0.2%,-1.2,1343,i,0.1
CC(=O)Nc1ccc(C(=O)CN2C(=O)CSC2=O)cc1,i,61,3%,/,/,9%,24%,1.4%,-0.8%,/,/,i,0.3
CC(C)(C)NC(=O)NC(=O)COC(=O)Cc1ccc(Cl)cc1Cl,i,34,8%,7,-4,8%,1%,1.4%,0.1%,1.8,1083,i,0.6
CC1CCc2nn(CC(=O)Nc3c(F)cc(F)cc3Br)cc2C1 (stereo unspecified),i,63,3%,12,8,6%,7%,1.3%,0.0%,/,/,i,4.5

# Pulled by structure from the entries so far (five):
SMILES,T cell modulator,T cell modulator vesicle-bound %,PhoP inhibition,WT yeast gro inh,WT yeast gro inh mutant strain,MgcRacGAP inhibition,SV40 large T antigen,RSV CPE inhibition,West Nile antiviral,b-catenin transl,b-catenin transl cell count 5 µM,Myeloid diff MLP,Myeloid diff MLP GFP+ MAC1+ %
CC1CCc2nn(CC(=O)Nc3c(F)cc(F)cc3Br)cc2C1 (stereo unspecified),i,63,3%,12,8,6%,7%,1.3%,0.0%,/,/,i,4.5
COc1cc(C)ccc1Oc1nc(-c2ccccc2O)nc2ccccc12,i,13,-9%,/,/,13%,12%,0.7%,0.2%,-1.2,1343,i,0.1
COc1cc(C(=O)O)cc(Br)c1OC1CCCC1,i,26,0%,4,-12,5%,2%,-1.0%,-0.2%,/,/,i,0.3
CN(CC(=O)OCC(=O)NCC(F)(F)F)S(=O)(=O)c1ccc(Cl)cc1,i,33,-7%,-6,3,2%,6%,-1.1%,0.1%,-2.3,1074,i,0.2
Cc1nc2ccccc2nc1N/N=C/c1ccc(O)cc1O,i,30,-1%,/,/,?,?,?,?,3.4,1212,i,1.6

# Further results:
SMILES,T cell modulator,T cell modulator vesicle-bound %,PhoP inhibition,WT yeast gro inh,WT yeast gro inh mutant strain,MgcRacGAP inhibition,SV40 large T antigen,RSV CPE inhibition,West Nile antiviral,b-catenin transl,b-catenin transl cell count 5 µM,Myeloid diff MLP,Myeloid diff MLP GFP+ MAC1+ %
COc1cc(CNn2nnnc2N)cc(Br)c1OCC(=O)NC(C)(C)C,i,43,4%,-4,0,5%,11%,1.3%,-0.3%,-0.5,1384,i,1.4
OC1O[C@H](c2ccc3c(c2)OCO3)[C@H]2CO[C@H](c3ccc4c(c3)OCO4)[C@@H]12 (stereo partly specified),i,27,-3%,/,/,17%,8%,-0.8%,1.2%,-1.1,1140,i,1.6
COc1ccc(-c2nnn(-c3ccc(Cl)cc3Cl)c2N)cc1,i,33,11%,/,/,10%,8%,2.7%,-0.6%,-1.2,1230,i,0.4
C=Cn1cc[n+](CC(=O)c2ccc(Cl)cc2)c1,i,44,-6%,/,/,10%,14%,-0.1%,-0.4%,/,/,i,0.5
Brc1ccc(COc2cccc3cccnc23)cc1,i,28,/,/,/,/,9%,5.9%,/,/,/,i,0.6
CCOC(=O)c1cc(-c2ccccc2)sc1NC(=O)C(C)OC(=O)c1cccnc1OCC (stereo unspecified),i,24,-10%,-8,-7,-4%,11%,-0.8%,1.7%,0.8,1061,i,0.5
CCC(C)n1cnc2c(c1=O)c1nc3ccccc3nc1n2Cc1ccccc1OC (stereo unspecified),i,1,-2%,12,9,12%,16%,1.2%,0.4%,-0.8,973,i,0.6
COC(=O)C1CCN(S(=O)(=O)c2ccc(Br)s2)CC1,i,20,/,/,/,2%,/,0.6%,/,/,/,i,0.4
COc1cccc(Cl)c1NC(=O)N1CCN(c2cc(C)nc3ccccc23)CC1,i,11,-9%,/,/,-16%,9%,4.2%,-0.5%,0.0,1247,i,1.1
Cc1ccc(NC(=O)Cn2ccc(=O)[nH]c2=O)cc1,i,45,-8%,/,/,3%,9%,2.4%,0.7%,/,/,i,0.5
COc1ccc(C(=O)NCc2ccco2)cc1S(=O)(=O)NC1CC1,i,36,/,/,/,-1%,/,-1.0%,/,/,/,i,0.1
CC(C)N1CC(C(=O)Nc2ccc(Cl)c(Cl)c2)CC1=O (stereo unspecified),/,/,1%,/,/,6%,-2%,-0.5%,-0.7%,/,/,i,0.0
Cc1ccc2c(CC(=O)OCC(=O)N(CC(C)C)c3c(N)n(Cc4ccccc4)c(=O)[nH]c3=O)coc2c1,i,44,-6%,/,/,2%,11%,-1.1%,/,/,/,i,0.3
Cc1cc(C(=O)O)ccc1-c1ccc(/C=C2\NC(=O)N(Cc3ccc(F)cc3)C2=O)o1,i,26,-5%,/,/,12%,38%,2.1%,0.1%,1.0,1349,i,0.3
COc1cc(-n2c(=O)c3ccccc3n(CC(=O)OCc3ccccc3)c2=O)cc(OC)c1OC,i,34,-8%,-16,8,11%,8%,-0.3%,-0.2%,0.0,1113,i,0.3
COc1ccc(S(=O)(=O)N2CCN(c3ncnc4c(-c5ccccc5)nsc34)CC2)cc1,i,32,/,/,/,5%,/,10.0%,/,-6.2,1081,i,0.6
CCc1ccc(/C=C2\SC(=S)N(CCCC(=O)Nc3nccs3)C2=O)cc1,i,6,-2%,1,3,-6%,-1%,2.1%,1.5%,-0.3,1124,i,1.3
CCn1c(SCC(=O)Nc2ccc3c(c2)OCCO3)nnc1-c1c[nH]c2ccccc12,i,33,-3%,-15,1,4%,7%,2.5%,0.5%,-2.0,1133,i,3.4
Cc1cc(C(=O)N/N=C/c2cc(Br)ccc2OC(=O)c2ccc(Br)cc2)n[nH]1,i,0,-9%,35,-5,/,-1%,13%,-0.4%,-0.3,1184,/,/
COC(=O)C(CCSC)NC(=O)C(NC(=O)C1CCC(C)CC1)C(C)C (stereo unspecified),i,54,-10%,-31,-70,-4%,-2%,0.4%,0.0%,1.6,1297,i,0.5
O=C(OCC(=O)N1CCCc2ccccc21)C1CCN(S(=O)(=O)c2cccs2)CC1,i,32,9%,19,0,7%,5%,0.5%,0.1%,-1.5,1165,i,0.5
CN(C)c1ccc(C2Nc3ccccc3C(=O)N2CCN2CCNC2=O)cc1 (stereo unspecified),i,28,-8%,/,/,1%,9%,1.6%,0.3%,-3.7,1096,i,0.5
Cc1cc(C)cc(NC(=O)C2CC3CCC2C3)c1 (stereo unspecified),i,51,-4%,/,/,4%,12%,5.7%,-0.9%,/,/,i,0.5
